Screening results from PubChem BioAssay.
NF-kB expr up = NF-kB expression increase, human neuronal cells | NF-kB reporter expression; hits give high values | fold change at 12.5 µM | AID 1239 | 190,000 tested, 1.6% active; in the data active = fold change above about 3.3
STAT3 inh = STAT3 signaling inhibition. U3A cells, IL-6 STAT3-luciferase reporter, luminescence; host cell line lacks STAT1. inhibition, % at 5.5 µM. 190,000 tested, 0.89% active. AID 862;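 active = inhibition above the mean inhibition across all screened compounds plus 3 SD, cut at about 44% in these data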;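 note: 0% = DMSO only wells and 100% = 100 µM nifuroxazide control wells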
APP 5'UTR act = APP 5'UTR luciferase reporter activation; SH-SY5Y APP 5'UTR luciferase reporter, luminescence; zero percent = DMSO vehicle wells; activation, % at 2 µM; 190,000 tested, 1% active;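 active = activation above a set limit, based on mean plus 3 SD of controls, cut at about 140% in these data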; note: values of inactives mirror those of a sister screen read the other way
STAT1 inh = STAT1 signaling inhibition | inhibition, % at 5.5 µM | 200,000 tested, 0.35% active | NIH 3T3 STAT1-luciferase reporter, IFN-gamma, luminescence | AID 920;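 active = inhibition above a set limit, the mean inhibition across all tested compounds plus 3 SD, cut at about 34% in these data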;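 note: 0% = IFN-gamma with DMSO and 100% = IFN-gamma with 300 µM nifuroxazide; values of inactives mirror those of a sister screen read the other way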
STAT1 activator = STAT1 signaling activation. NIH 3T3 STAT1-luciferase reporter, IFN-gamma, luminescence; 100% = IFN-gamma alone, no compound. 200,000 tested, 2.6% active. activation (% of control), % at 5.5 µM;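 active = activation above the screen-wide mean activation plus 3 SD, cut at about 130% in these data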;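 note: raw ratio to IFN-gamma control signal so 100% means no change and 0% no light; values of inactives mirror those of a sister screen read the other way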
STAT3 act = increases IL-6 driven STAT3 reporter signal. 190,000 tested, 0.91% active. U3A cells, IL-6 STAT3-luciferase reporter, luminescence; 100% = signal with IL-6 EC80 alone. activation (% of control), % at 5.6 µM;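 active = activation above the screen-wide mean of compound activation plus 3 SD, cut at about 130% in these data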;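 note: 0% = background luminescence of wells with medium and substrate only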
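Detection: reporter luminescence signal / Assay system: STAT1-lacking human U3A cells, STAT3 luciferase reporter / Incubation: compound pre-incubation 1 h before IL-6, then 6 h stimulation at 37 °C / Control set: IL-6-only high control / Read-out: % activation relative to IL-6 control / Probe or stimulus: Interleukin-6, 33 ng/mL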
APP 5UTR inh = APP translation inhibition; AID 1285; inhibition, % at 2 µM; 190,000 tested, 0.82% active; SH-SY5Y APP 5'UTR-luciferase reporter, luminescence;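 active = inhibition above a set limit, derived from the sample mean plus 3 SD, cut at about 45% in these data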; note: values of inactives mirror those of a sister screen read the other way
ROMK mod = human ROMK K+ channel modulation, primary screen | P48048 | Tet-inducible ROMK, thallium flux fluorescence; actives lie on both sides | 130,000 tested, 2% active | B-score at 10 µM;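 active = signal ratio slope over the read window, or its plate-corrected B-score, at least 3 SD from the plate mean, either direction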;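 note: B-score of the F/F0 ratio slope over 7 to 12 s after thallium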
Target sequence (P48048 whole entry, looked up): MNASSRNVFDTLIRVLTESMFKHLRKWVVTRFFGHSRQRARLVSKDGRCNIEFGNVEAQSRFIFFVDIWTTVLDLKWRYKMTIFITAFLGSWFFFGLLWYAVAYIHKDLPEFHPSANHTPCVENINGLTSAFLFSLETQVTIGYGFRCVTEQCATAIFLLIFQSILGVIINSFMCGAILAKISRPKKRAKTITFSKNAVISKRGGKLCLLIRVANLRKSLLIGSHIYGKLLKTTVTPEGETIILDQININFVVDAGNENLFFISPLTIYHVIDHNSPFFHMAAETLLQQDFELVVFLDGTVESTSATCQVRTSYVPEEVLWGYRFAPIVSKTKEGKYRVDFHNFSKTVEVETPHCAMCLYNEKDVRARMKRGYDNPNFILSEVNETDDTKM
FLuc stim CS = affects firefly luciferase, flagging false hits in luciferase stimulation screens. 200,000 tested, under 10 active. P08659. AID 1027. activation factor at 10 µM. ATPlite luciferase biochemical, luminescence, 10 min; 0 = ATP-free wells, 1 = DMSO control;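 active = luciferase activation factor, scaled between plate controls, of at least 2 with compound at 10 µM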
Target sequence (P08659 whole entry, looked up): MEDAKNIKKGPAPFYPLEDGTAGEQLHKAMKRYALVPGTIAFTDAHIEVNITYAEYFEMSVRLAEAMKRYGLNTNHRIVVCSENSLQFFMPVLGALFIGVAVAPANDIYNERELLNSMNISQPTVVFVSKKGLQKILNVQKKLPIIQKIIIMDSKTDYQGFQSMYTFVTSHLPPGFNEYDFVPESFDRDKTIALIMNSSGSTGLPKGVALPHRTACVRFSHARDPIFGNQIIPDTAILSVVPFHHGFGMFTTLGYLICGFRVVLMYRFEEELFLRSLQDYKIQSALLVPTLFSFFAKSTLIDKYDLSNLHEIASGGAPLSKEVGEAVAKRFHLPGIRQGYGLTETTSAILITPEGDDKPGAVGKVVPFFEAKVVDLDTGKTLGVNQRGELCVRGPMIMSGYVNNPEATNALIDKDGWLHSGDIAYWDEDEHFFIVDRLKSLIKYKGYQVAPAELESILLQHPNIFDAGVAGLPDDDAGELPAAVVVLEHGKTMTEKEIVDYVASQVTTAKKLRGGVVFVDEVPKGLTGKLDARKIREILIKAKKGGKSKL
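Assay system – cell-free luciferase reagent · Medium – PBS-based ATP solution · Dosing – test compounds dosed from 2 mM stocks in 100% DMSO · Timing – 10 min, room temperature · Technique – light output (luminescence) · Measure – luminescence gain marking luciferase activators · Controls – No-ATP low control, compound-free enzyme-plus-ATP high control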
FLuc inh counter = counter-screen for luciferase assay inhibitors: firefly luciferase inhibition. P08659. ATPLite firefly luciferase biochemical luminescence, 10 min. inhibition, % at 10 µM. 200,000 tested, 1.5% active. AID 1006;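 active = inhibition above about 50% when tested at 10 µM, limit read from the data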
An asterisk follows results filed as active; x = no result given.

SMILES	NF-kB expr up	STAT3 inh	APP 5'UTR act	STAT1 inh	STAT1 activator	STAT3 act	APP 5UTR inh	ROMK mod	FLuc stim CS	FLuc inh counter
O=C(CN1C(=O)CSC1=O)Nc1ccccc1N1CCOCC1	0.94	7	-2	7	94	98	2	0.094	1	-2
COCCn1nnnc1C(c1cc2cc(C)ccc2[nH]c1=O)N1CCN(C2CCCCC2)CC1 (configuration not stated)	0.88	-1	21	-2	102	109	-21	x	1	-1
O=C(CN1CCN(S(=O)(=O)c2ccc(Cl)cc2)CC1)Nc1ccc(F)cc1F	1.1	5	-5	-8	107	100	5	x	1	-1
COc1cc2[nH]c(=S)n(Cc3ccc(C)cc3)c(=O)c2cc1OC	0.96	11	-4	7	93	100	4	-1.8	1.1	-8
Cc1ccc(S(=O)(=O)N(C)C)cc1NC(=O)[C@H](Cc1ccccc1)N1C(=O)c2ccccc2C1=O	1.3	-17	-11	1	99	115	11	1.1	1.1	-5
O=C(NCC1CCCO1)C12CN(Cc3ccccc3)CC1C(c1cccc([N+](=O)[O-])c1)=NO2 (configuration not stated)	0.87	3	18	-8	108	102	-18	x	1	-2
CN(C(=O)CSc1nnc(-c2n[nH]c3ccccc23)o1)c1ccccc1	0.89	11	-5	-3	103	90	5	x	0.9	5
Cc1[nH]n(-c2ccccc2)c(=O)c1C(C[N+](=O)[O-])c1ccccc1Cl (configuration not stated)	0.97	-2	-3	-7	106	109	3	x	1	-4
O=C(Cc1csc(-c2ccccc2)n1)Nc1ccc(C(F)(F)F)cc1	0.99	-6	-1	5	95	103	1	0.34	1.1	-9
CC1(C)Cc2nc3sc4c(=O)n(CC(=O)NCc5ccco5)cnc4c3cc2CO1	1.5	-5	18	-6	105	110	-18	x	0.9	7
CCOc1ccccc1NC(=O)C(OC(=O)c1ccc(CC)cc1)c1ccccc1 (configuration not stated)	0.92	-7	6	2	100	104	-6	0.038	1	-4
Cc1onc(-c2ccccc2)c1C(=O)Nc1ccc(S(=O)(=O)N2CCCCC2)cc1	0.76	-1	6	3	98	105	-6	x	1.1	-7
Cc1cc(C)c(NC(=O)/C(=C/c2ccco2)c2ccccc2)c(C)c1	1.1	-14	6	3	98	119	-6	-0.22	1	-3
O=C(CSc1ccccc1)Nc1nnc(/C=C/c2ccccc2)s1	1.2	10	-5	-8	107	96	5	x	1	-3
CNC(=O)CN(c1ccc2c(c1)OCCO2)S(C)(=O)=O	1	0	7	3	97	100	-7	0.5	1.1	-7
CC(Oc1ccc(Br)cc1Br)C(=O)NC1CCCC1 (configuration not stated)	1.1	-6	3	7	91	109	-3	x	1.1	-6
CNc1ccc(Br)cc(C(=O)/C=C/c2ccc(OC)cc2OC)c1=O	1.1	-1	-9	3	97	104	9	-0.77	0.9	12
CCOC(=O)C(NC(=O)CC)(Nc1ccccc1OC)C(F)(F)F (configuration not stated)	1.2	5	23	7	94	103	-23	0.4	1.1	-6
Cc1ccc(S(=O)(=O)N(CC(=O)Nc2ccccc2C(=O)O)c2ccccc2)cc1	0.8	2	-8	-9	107	100	8	0.037	1.1	-6
O=C(CN1C(=O)c2cccnc2C1=O)c1ccccc1	1.2	0	13	-14	111	103	-13	-0.0079	1	3

Continued; it opens with the 6 that closed the last part.
SMILES	NF-kB expr up	STAT3 inh	APP 5'UTR act	STAT1 inh	STAT1 activator	STAT3 act	APP 5UTR inh	ROMK mod	FLuc stim CS	FLuc inh counter
CNC(=O)CN(c1ccc2c(c1)OCCO2)S(C)(=O)=O	1	0	7	3	97	100	-7	0.5	1.1	-7
CC(Oc1ccc(Br)cc1Br)C(=O)NC1CCCC1 (configuration not stated)	1.1	-6	3	7	91	109	-3	x	1.1	-6
CNc1ccc(Br)cc(C(=O)/C=C/c2ccc(OC)cc2OC)c1=O	1.1	-1	-9	3	97	104	9	-0.77	0.9	12
CCOC(=O)C(NC(=O)CC)(Nc1ccccc1OC)C(F)(F)F (configuration not stated)	1.2	5	23	7	94	103	-23	0.4	1.1	-6
Cc1ccc(S(=O)(=O)N(CC(=O)Nc2ccccc2C(=O)O)c2ccccc2)cc1	0.8	2	-8	-9	107	100	8	0.037	1.1	-6
O=C(CN1C(=O)c2cccnc2C1=O)c1ccccc1	1.2	0	13	-14	111	103	-13	-0.0079	1	3
COc1ccc2cc3cc(C(=O)NCc4cccs4)oc3nc2c1	1.3	28	-16	0	100	80	16	-0.018	1	2
O=C(NCCCn1ccnc1)c1cc(S(=O)(=O)N2CCOCC2)c(Cl)cc1Cl	1	2	-16	-10	110	104	16	x	1	-1
CN(C)S(=O)(=O)c1ccc(Cl)c(NC(=O)CN2CCc3ccccc3C2)c1	0.98	6	-8	5	95	103	8	0.53	1	-4
OCC1CCCN1C(=S)Nc1ccccc1 (configuration not stated)	1	-2	-8	-9	108	106	8	x	1	0
O=C(O)CSCC(=O)Nc1ccc(C2CCCCC2)cc1	0.19	93*	-67	52*	52	23	68*	0.17	0.8	22
CNC(=O)c1c(C)noc1C	1.2	2	5	-2	101	101	-5	x	1	-4
O=C(Oc1ccccc1/C=C\C(=O)c1cc2ccccc2o1)c1ccccc1	5.7*	-4	163*	16	86	107	-163	1.5	1	3
COc1ccc(Nc2nc(NCc3ccco3)nc(N/N=C/c3ccccc3)n2)cc1	1.2	7	-9	2	98	100	9	1.2	1	1
COC(=O)c1ccc(C(=O)OC)c(NC(=O)c2cc3ccccc3o2)c1	x	13	5	6	94	91	-5	-0.017	x	x
COC(=O)C1=C(CN2CCCc3ccccc32)NC(=O)NC1c1ccc(F)cc1 (configuration not stated)	0.5	91*	-20	60*	44	26	35	-0.15	1.1	-7
COC(=O)c1ccccc1NC(=O)Nc1ccc2c(c1)OCO2	1.4	-14	12	-12	108	113	-12	-0.16	1	-4
Cc1ccc(S(=O)(=O)N(Cc2ccccc2)c2ccccc2C(=O)NCc2cccnc2)cc1	0.92	-2	15	6	95	101	-15	x	1	-3
Clc1ccc(CSc2ncccn2)cc1	1.4	16	26	-18	117	90	-26	x	1	2
Cn1c(CNC(=O)c2ccc(Cl)cc2)nnc1SCC(=O)Nc1sc2c(c1C#N)CCCC2	1.1	-3	x	10	91	109	x	0.28	1	-4
NS(=O)(=O)c1ccc(NS(=O)(=O)c2cccs2)cc1	1.1	-2	-1	-1	101	104	1	x	1	0
COc1ccc2c(CSc3nnc(-c4cccnc4)n3-c3ccccc3F)cc(=O)oc2c1	0.94	0	2	4	97	102	-2	x	1	2
COc1ccc(-c2csc(N(CCc3ccc(OC)c(OC)c3)C(=O)COc3ccccc3)n2)cc1	0.81	14	-2	4	101	96	2	x	1	-3
Cc1ccc[n+](CC(=O)Nc2cc(C(F)(F)F)ccc2Cl)c1	1	8	x	3	97	98	x	x	1.1	-9
CC(Oc1ccc(Cl)cc1Cl)C(=O)NC(=S)N1CCc2ccccc21 (configuration not stated)	0.71	-10	-4	6	94	110	4	x	1	1
Cc1cccc(N2CCN(C(=O)c3cc4n(n3)C(C(F)(F)F)CC(c3ccco3)N4)CC2)c1C (configuration not stated)	0.69	-2	8	-8	107	104	-8	0.66	1	-3
Cc1ccc(-n2cccn2)c(CN2CCCC(C(=O)c3sccc3C)C2)c1 (configuration not stated)	0.88	7	13	14	86	99	-13	-0.77	1.1	-8
Cc1ccccc1CS(=O)(=O)CCC(=O)N1CCN(c2ccc(N3CCOCC3)nn2)CC1	1.1	0	-4	5	95	102	4	x	1.1	-8
Cc1nn(C)c(C)c1NC(=O)CC12CC3CC(CC(C3)C1)C2	0.94	-6	-2	14	87	105	2	x	1.1	-6
COc1c(Cl)cc(-c2noc(C)c2C(=O)NCCc2ccc(C)cc2)cc1Cl	1.3	4	2	8	93	101	-2	x	1.1	-6
Cc1ccc2ccccc2c1Cn1c(-n2ccnc2)nc2c1c(=O)n(C)c(=O)n2C	0.76	-4	10	2	99	109	-10	0.017	1.1	-8
O=C(CSc1nc2ccccc2s1)c1cc2ccccc2o1	1.1	4	-4	-3	102	101	4	-0.3	1.1	-7
O=C(/C=C/c1ccc(S(=O)(=O)N2CCOCC2)cc1)N1CCN(c2ccccc2)CC1	0.88	14	-15	8	91	92	15	0.12	1	-1
Cc1nc(-c2ccc3c(c2)OCO3)cs1	1.1	11	2	-11	110	97	-2	-0.3	0.9	8
Cc1n[nH]c(C)c1-c1nc2ccccc2[nH]1	0.98	6	23	-4	104	99	-23	1.3	1	-3
O=C(Nc1ccc(Cl)c(Cl)c1)Oc1ccc(NC(=O)c2ccco2)cc1	1.3	0	x	4	96	98	x	0.1	1	2
CCOc1cc(/C=N/NC(=O)c2cccnc2)cc(Br)c1OCC(N)=O	x	-1	5	-1	101	106	-5	-0.76	1	-5
O=C1c2ccccc2C(=O)N1c1ncc(Cc2ccc(Cl)cc2)s1	1.1	-7	-8	1	101	104	8	1.8	1	0
COc1ccc(C(=O)Nc2cc(Cl)ccc2C(=O)O)cc1	1.3	-11	6	-16	112	114	-6	0.043	0.7	32
COc1ccc2[nH]c3c(NCc4ccco4)ncnc3c2c1	0.76	5	44	-11	110	99	-44	x	0.9	8
OCCOCCOCCn1c2ccccc2c2ccccc21	0.98	6	-7	0	100	100	7	-0.93	1	-1
NCCNc1cc(N2CCCC2)ccc1[N+](=O)[O-]	0.93	0	0	8	93	104	0	-1.4	1	-3
COc1cccc(NC(=S)NCc2cccnc2)c1	1.2	7	12	2	98	97	-12	0.32	1.1	-5
CC1CCCC(NC(=O)CSc2nnc(N)s2)C1C (configuration not stated)	1	10	-3	4	97	94	3	x	1	1
CN(CC(=O)Nn1cnnc1)S(=O)(=O)c1cc(Cl)ccc1Cl	1.2	5	16	-5	106	97	-16	-0.067	1.1	-7
CCOC(=O)NNC1CC(=O)N(c2ccc(OC)cc2)C1=O (configuration not stated)	1.3	-1	22	-2	102	105	-22	x	1.1	-7
O=C(Cn1nnc(-c2ccccc2NC(=O)c2ccccc2F)n1)NCc1ccco1	0.93	11	-13	1	99	94	13	0.13	1.1	-6
